KDM4E inh: inhibitors of human JMJD2E histone demethylase | B2RXH2 | JMJD2E catalytic domain, FDH-coupled NADH fluorescence (FDH is formaldehyde dehydrogenase) | Potency, µM (doses to about 57.1 µM), for inactives: top-dose activity change, negative = inhibition, usual class: inhibitors | 230,000 compounds, 1.6% hits | AID 2147; active = well fitted inhibition curve with a large enough effect, not every such curve was filed as active; inconclusive = small, poorly fitted or top-dose-only effect, or another doubt; inactive = no such curve, though single readings can be large or run the other way;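 also: 0% = wells with enzyme and -100% = buffer wells without enzyme; nearly all actives have a fitted effect of over 50% in size; many of its hits are not listed in these tables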
Target sequence (B2RXH2 1-337 limits assumed): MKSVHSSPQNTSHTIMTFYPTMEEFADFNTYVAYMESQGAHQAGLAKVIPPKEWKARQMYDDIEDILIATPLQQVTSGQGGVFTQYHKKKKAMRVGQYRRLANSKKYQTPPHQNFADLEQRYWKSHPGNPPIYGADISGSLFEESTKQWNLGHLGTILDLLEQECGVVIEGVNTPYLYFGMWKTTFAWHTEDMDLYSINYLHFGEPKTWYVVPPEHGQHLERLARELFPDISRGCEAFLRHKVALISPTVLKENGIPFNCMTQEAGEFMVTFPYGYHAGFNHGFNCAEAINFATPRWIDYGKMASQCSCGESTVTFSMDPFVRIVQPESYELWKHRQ
NPSR antag: antagonists of human neuropeptide S receptor cAMP signaling; Potency, µM (series often up to 38.3 µM), inactives show at the highest dose activity change, negative = inhibition, usual class: inhibitors; AID 1461; CHO-NPSR cells, cAMP TR-FRET, antagonist mode; 220,000 compounds, 1% hits; Q6W5P4; also: % is scaled to controls: 0 for no effect and ±100 for the full control effect; nearly all actives have a fitted effect of over 50% in size; many of its hits are not listed in these tables
Epigenetic derep: epigenetic control regulation, reporter derepression | murine LDR cells, GFP reporter derepression, 30 h | Potency, µM (highest dose often 53.9 µM), for inactives: at the highest dose GFP activation, hits mostly activators | 280,000 compounds, 0.2% hits; also: % of control where 0% means no effect; nearly all actives have a fitted effect of over 60% in size
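Derepression of a silenced CMV-GFP reporter in murine LDR cells is scored by enumerating GFP-positive cells with a laser-scanning microplate cytometer after 30 hours of treatment at 37 C.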
RECQ1 helicase: RECQ1 (human) helicase inhibition. RECQ1 DNA unwinding, red fluorescence kinetic read. AID 2549. P46063. Potency, µM (series often up to 57.3 µM), without a hit: at the highest dose activity, negative = inhibition, most hits filed as inhibitors. 240,000 compounds, 0.54% hits;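 also: plate controls were vehicle for no effect and no enzyme for full effect; nearly all actives have a fitted effect of over 30% in size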
Target sequence (P46063 whole entry, looked up): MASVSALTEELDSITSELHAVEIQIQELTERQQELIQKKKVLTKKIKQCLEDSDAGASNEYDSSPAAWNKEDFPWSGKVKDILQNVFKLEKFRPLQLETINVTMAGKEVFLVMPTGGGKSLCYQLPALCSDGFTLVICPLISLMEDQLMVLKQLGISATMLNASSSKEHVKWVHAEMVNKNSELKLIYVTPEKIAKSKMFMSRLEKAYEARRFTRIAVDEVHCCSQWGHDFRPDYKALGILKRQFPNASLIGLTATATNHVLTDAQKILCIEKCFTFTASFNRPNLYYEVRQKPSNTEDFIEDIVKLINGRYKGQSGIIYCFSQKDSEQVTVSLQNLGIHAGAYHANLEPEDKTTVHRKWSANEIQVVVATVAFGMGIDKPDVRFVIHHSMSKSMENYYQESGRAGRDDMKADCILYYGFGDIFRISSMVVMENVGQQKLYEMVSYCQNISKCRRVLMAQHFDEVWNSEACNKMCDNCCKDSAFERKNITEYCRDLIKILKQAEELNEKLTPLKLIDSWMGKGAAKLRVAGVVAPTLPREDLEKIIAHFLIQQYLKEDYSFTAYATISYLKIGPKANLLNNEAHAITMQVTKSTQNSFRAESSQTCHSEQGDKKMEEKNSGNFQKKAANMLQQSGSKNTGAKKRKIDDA
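50 nM RECQ1T1 preincubated 15 min with compound in Tris pH 8.0 buffer with MgCl2, DTT, Tween-20 and 2.5 ug/ml poly(dI-dC); started with 200 nM TAMRA/BHQ-2 forked duplex and 2 mM ATP. Unwinding read as fluorescence (525/598 nm), two reads 2 h apart.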
Luc counter: blocks Kinase-Glo luciferase, a counter-screen artifact | Kinase-Glo luciferase, ATP luminescence, 8 min | 200,000 compounds, 0.28% hits | Potency, µM (doses to about 38.3 µM), for the others: top-dose activity change, negative = inhibition, usual class: inhibitors; also: % is scaled to controls: 0 for no effect and ±100 for the full control effect; nearly all actives have a fitted effect of over 60% in size
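Substrate mix (final 50 mM imidazole pH 7.2, 50 mM KCl, 7 mM MgCl2, 10 uM ATP, 0.01% Tween 20, 0.05% BSA) plus pin-tool compound, then Kinase-Glo detection mix; 8 min ambient, luminescence read.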
RGS12 GoLoco inh: blocks human Gai1 binding to RGS12 GoLoco peptide, red readout | P63096 | Gai1:RGS12 GoLoco peptide FP, rhodamine, 10 min | Potency, µM (series often up to 61.6 µM), without a hit: at the highest dose activity, negative = inhibition, actives largely listed as inhibitors | 230,000 compounds, 0.44% hits | AID 880; active = well fitted inhibition curve with a large enough effect, not every such curve was filed as active; inactive = no such curve, though single readings can be large or run the other way; also: % is scaled to controls: 0 for no effect and ±100 for the full control effect; nearly all actives have a fitted effect of over 30% in size; many of its hits are not listed in these tables
SMN2 splice up: SMN2 splice variant enhancement. AID 1458. Potency, µM (doses to about 46.1 µM), without a hit: at the highest dose activity change, positive = activation, hits mostly activators. 210,000 compounds, 2.8% hits. HEK293 SMN2-luciferase splicing reporter, luminescence, 30-36 h; also: % of control where 0% means no effect; nearly all actives have a fitted effect of over 55% in size
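HEK293 cells carry an SMN2 […]–luciferase reporter in which exon 7 inclusion puts luciferase in frame. Cells were plated 10-12 h before compound addition, then incubated 30-36 h at 37C. ONE-Glo luminescence was read; sodium butyrate at 4.5 mM final served as control.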
IMPase Li cell: membrane-permeable IMPase blocker, potentiated with lithium; 210,000 compounds, 0.35% hits; Potency, µM (titrated, usually from 59.4 µM), inactives show at the highest dose activity, negative = IMPase inhibition, hits mostly inhibitors; CHO-M1 cells, IP1 TR-FRET (IP-One), carbachol + lithium;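 also: IP1 builds up when IMPase is blocked and the TR-FRET signal falls; plate controls were basal vehicle for no effect and high inhibitor control for full effect; nearly all actives have a fitted effect of over 50% in size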
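Lithium-sensitised IP1 accumulation assay; M1-expressing CHO cells treated 30 min at 37C with compound. Competitive antibody detection by time-resolved FRET followed a 10 min room-temperature lysis step.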
* = called active by the depositor; i = inactive; ? = inconclusive; / = no result given; & = joins results of further samples; [ ] = dose if it differs, or a comment. Unless noted, calls follow the shape of the dose curve; as a rule, active = well fitted curve in the direction sought with a large enough effect; inconclusive = small, poorly fitted or top-dose-only effect, or another doubt; inactive = no such curve, though single readings can be large; an effect the other way counts as inactive or inconclusive. Potency is read from the fitted curve at half-maximal effect. The list is partial (hit frequency here may not be typical).

item	SMILES	RGS12 GoLoco inh	Epigenetic derep	Luc counter	RECQ1 helicase
1	CCn1c(Cc2cccc3ccccc23)nnc1SCC(=O)Nc1nccs1	6%	0.0%	0%	-3%
2	O=C(O)c1ccc(NC(=O)C2(c3ccccc3)CCOCC2)cc1	1%	-1.1%	3%	-3%
3	CCOC(=O)Nc1ccc(S(=O)(=O)NCCCN2CCOCC2)cc1	4%	-1.1%	-1%	-3%
4	Cc1cccc(C)c1N1CCc2cn[nH]c21	5%	-1.7%	-2%	-5%
5	COc1ccc(C2SCC(=O)N2C)cc1 (stereo not given)	15%	-0.2%	7%	-1%
6	CC1=C(C(=O)OCC(C)C)C(c2ccsc2)NC(=O)N1 (stereo not given)	2%	-4.3%	-2%	i
7	Cn1nnc(NCc2cc(Br)ccc2OCc2cccs2)n1	12%	-1.1%	3%	i
8	COC(=O)c1ccc(-n2c(C)cc(C(=O)CSc3ccc(NC(C)=O)cc3)c2C)cc1	13%	-1.0%	-2%	i
9	CC(=O)N1CCc2cc(S(=O)(=O)CCC(=O)O)ccc21	3%	-1.0%	-1%	0%
10	CC(NC(=O)CCC1COc2ccccc2O1)c1ccccc1 (stereo not given)	-14%	0.4%	-4%	i

item	IMPase Li cell	SMN2 splice up	NPSR antag	KDM4E inh
1	3%	-51%[inhibitor]	-10%[46.1 µM]	-11%
2	21%[38.3 µM]	12%	-8%[46.1 µM]	1%
3	20%[38.3 µM]	10%	2%[46.1 µM]	7%
4	-5%[38.3 µM]	-21%	-8%[46.1 µM]	1%
5	15%[38.3 µM]	9%	-9%[46.1 µM]	2%
6	21%[38.3 µM]	-6%	1%[46.1 µM]	-1%
7	36%[activator][38.3 µM]	13%	-25%[46.1 µM]	3%
8	3%	-12%	-15%	-10%
9	0%[38.3 µM]	-9%	6%[46.1 µM]	-3%
10	32%[38.3 µM]	-1%	-5%[46.1 µM]	-2%

Further results.
item	SMILES	RGS12 GoLoco inh	Epigenetic derep	Luc counter	RECQ1 helicase
11	O=c1c(O)c(-c2cccs2)oc2ccccc12	-2%	-11%	-1%	i
12	Cc1nn(Cc2ccc(Cl)c(Cl)c2)c(C)c1NC(=O)c1cc(CC(C)C)on1	9%	0.0%	1%	-11%
13	O=C(Nc1nnc(CCc2ccccc2)s1)C1CCCO1 (stereo not given)	3%	-1.0%	-3%	-18%
14	O=C(N[C@H](C(=O)O)c1ccccc1)C1CCC(Cn2cnc3ccccc3c2=O)CC1 (stereo not given in full)	9%	0.6%	/	-5%
15	COc1ccc2c(c1OC)C(=O)OC2Nc1ncccc1C (stereo not given)	2%	2.3%	1%	-11%
16	CCOC(=O)Cn1c(=O)c(C#N)cn(C(C)C)c1=O	8%	0.0%	/	-10%
17	CC1CCCN(S(=O)(=O)c2ccc(C(=O)Nc3nnc(-c4ccncc4)o3)cc2)C1 (stereo not given)	19%	1.0%	11%	4%
18	c1ccccc1	5%&4%	/	/	-2%&-10%
19	O=C(CNC(=O)c1ccc(Cl)cc1Cl)NCCCn1ccnc1	0%	-0.2%	1%	10%
20	Cc1cccc(NC(=O)Cn2c(=O)n(Cc3ccccc3)c(=O)c3c(C)c(C)sc32)c1	11%	-1.1%	-2%	-11%

item	IMPase Li cell	SMN2 splice up	NPSR antag	KDM4E inh
11	-5%	14%	16%[46.1 µM]	?
12	33%[38.3 µM]	-70%[inhibitor]	?	-2%
13	20%[38.3 µM]	49%	0%[46.1 µM]	-5%
14	/	/	13%	-11%
15	-2%[38.3 µM]	-7%	-28%[46.1 µM]	?
16	/	/	-8%	?
17	10%	-63%	-17%	?
18	-4%&0%	-2%&-2%	/	/
19	24%[38.3 µM]	-29%	-2%[46.1 µM]	-2%
20	11%	3%	-27%	2%

Reprinted at random: 7 entries already listed.
item	SMILES	RGS12 GoLoco inh	Epigenetic derep	Luc counter	RECQ1 helicase
2	O=C(O)c1ccc(NC(=O)C2(c3ccccc3)CCOCC2)cc1	1%	-1.1%	3%	-3%
1	CCn1c(Cc2cccc3ccccc23)nnc1SCC(=O)Nc1nccs1	6%	0.0%	0%	-3%
7	Cn1nnc(NCc2cc(Br)ccc2OCc2cccs2)n1	12%	-1.1%	3%	i
12	Cc1nn(Cc2ccc(Cl)c(Cl)c2)c(C)c1NC(=O)c1cc(CC(C)C)on1	9%	0.0%	1%	-11%
6	CC1=C(C(=O)OCC(C)C)C(c2ccsc2)NC(=O)N1 (stereo not given)	2%	-4.3%	-2%	i
18	c1ccccc1	5%&4%	/	/	-2%&-10%
8	COC(=O)c1ccc(-n2c(C)cc(C(=O)CSc3ccc(NC(C)=O)cc3)c2C)cc1	13%	-1.0%	-2%	i

item	IMPase Li cell	SMN2 splice up	NPSR antag	KDM4E inh
2	21%[38.3 µM]	12%	-8%[46.1 µM]	1%
1	3%	-51%[inhibitor]	-10%[46.1 µM]	-11%
7	36%[activator][38.3 µM]	13%	-25%[46.1 µM]	3%
12	33%[38.3 µM]	-70%[inhibitor]	?	-2%
6	21%[38.3 µM]	-6%	1%[46.1 µM]	-1%
18	-4%&0%	-2%&-2%	/	/
8	3%	-12%	-15%	-10%

(more compounds)
item	SMILES	RGS12 GoLoco inh	Epigenetic derep	Luc counter	RECQ1 helicase
21	COc1cc(NC2=CC(=O)CC(C)(C)C2)cc(OC)c1	1%	0.0%	1%	?
22	CCN(CC)CCN1C(=O)c2oc3ccccc3c(=O)c2C1c1ccc(C)cc1 (stereo not given)	2%	9.1%	-5%	-2%
23	CCOC(=O)c1c(/N=C/c2cc(C)ccc2O)sc2c1CCN(C)C2	9%	2.3%	0%	-6%
24	CCCCNC(=O)CSc1nc2ccc(Nc3nc(N4CCOCC4)nc(N4CCOCC4)n3)cc2s1	13%	9.6%	/	-7%
25	CN(C)CCCOc1ccc(Cl)cc1Br	1%	-0.9%	-1%	-10%
26	CC(=O)Nc1ccc(NC(=O)Cn2c(CC(=O)N3CCCC3)nc3ccccc32)cc1	-4%	-2.0%	-2%	-6%
27	Cc1c(Cl)cccc1NC(=O)COC(=O)CCc1nc2ccccc2n1-c1ccccc1	6%	-1.0%	4%	-5%
28	CC(=O)Nc1nc2ccccc2n1Cc1ccc(Cl)cc1	3%	15%	/	-18%
29	CC(C)c1ccc(NC2(C#N)C(=O)Nc3ccccc32)cc1 (stereo not given)	6%	3.8%	2%	-2%
30	CCO/C(C)=C1\C(=O)N(CC)c2ccccc21	3%	0.0%	-2%	-6%

item	IMPase Li cell	SMN2 splice up	NPSR antag	KDM4E inh
21	30%[38.3 µM]	24%	13%[46.1 µM]	2%
22	-1%[38.3 µM]	-3%	-4%[46.1 µM]	-5%
23	1%	10%	-9%	?
24	/	/	54%	-22%
25	3%[38.3 µM]	18%	9%[46.1 µM]	-1%
26	3%[38.3 µM]	7%	-13%[46.1 µM]	-7%
27	11%	5%	-23%	13%
28	/	/	8%	-5%
29	10%[38.3 µM]	-4%	6%[46.1 µM]	1%
30	-4%[38.3 µM]	12%	4%[46.1 µM]	-10%

The list continues.
item	SMILES	RGS12 GoLoco inh	Epigenetic derep	Luc counter	RECQ1 helicase
31	CC(=O)C1C(c2ccco2)c2c(noc2C)CC1(C)O (stereo not given)	-6%	-0.7%	-3%	-5%
32	COc1ccc(-c2nnc3ccc(SCC(=O)N4CCCCCC4)nn23)cc1OC	8%	1.3%	2%	-5%
33	CC(NCC1(N2CCOCC2)CCCCC1)C(=O)N1CCc2ccccc21 (stereo not given)	-8%	-1.0%	-6%	11%
34	COc1ccc(-c2[nH]c(-c3ccc(C)cc3)nc2SCC(=O)NCc2ccco2)cc1OC	14%	2.7%	0%	-8%
35	CC(C)c1ccc(NC(=O)NC2CC3CCC(C2)N3Cc2cccs2)cc1 (stereo not given)	-7%	2.6%	3%	-5%
36	COc1ccc(C2=NOC(COc3ccc([N+](=O)[O-])cc3)C2)cc1 (stereo not given)	0%	1.1%	/	15%
37	Cc1ccc(-c2noc(C3CCCCC3)n2)cc1	-4%	1.2%	1%	i
38	CCCCc1ccc(-c2csc(/C(C#N)=C/c3ccco3)n2)cc1	29%	2.8%	-1%	-5%
39	CC(=O)NCCC(=O)NCc1ccc(F)cc1	0%	1.5%	-4%	-2%
40	Cc1ccc(N(C(=O)Nc2ccccc2)C2=NCC(C)S2)cc1 (stereo not given)	-3%	2.4%	-1%	1%
41	Cc1cccc(NC(=O)CC2SC(=NC3CCCCC3)NC2=O)c1 (stereo not given)	3%	2.1%	-1%	-1%
42	CCC(C)(C)NC(=O)CN(CC1CCCO1)C(=O)CCC(=O)Nc1nccs1 (stereo not given)	6%	-2.2%	2%	-1%
43	CC(=O)N1C(c2ccccc2)CC(=O)OC1c1ccc2c(c1)OCO2 (stereo not given)	1%	-1.6%	1%	2%

item	IMPase Li cell	SMN2 splice up	NPSR antag	KDM4E inh
31	-4%[38.3 µM]	-7%	-3%[46.1 µM]	2%
32	27%[38.3 µM]	6%	-12%[46.1 µM]	-10%
33	16%[38.3 µM]	29%	-8%[46.1 µM]	?
34	-1%[38.3 µM]	11%	-6%[46.1 µM]	?
35	3%	-3%	2%	6%
36	/	/	-11%	-1%
37	6%[38.3 µM]	22%	-13%[46.1 µM]	-2%
38	9%	1%[1.84 µM]	-3%	-10%
39	30%[38.3 µM]	-38%	2%[46.1 µM]	10%
40	14%[38.3 µM]	-4%	-3%[46.1 µM]	8%
41	19%[38.3 µM]	11%	1%[46.1 µM]	5%
42	8%[38.3 µM]	-7%	0%[46.1 µM]	5%
43	-7%[38.3 µM]	-1%	8%[46.1 µM]	-7%

An excerpt from above in order of the SMN2 splice up value, descending:
| nr | smiles | SMN2 splice up |
| --- | --- | --- |
| 43 | CC(=O)N1C(c2ccccc2)CC(=O)OC1c1ccc2c(c1)OCO2 (stereo not given) | -1% |
| 40 | Cc1ccc(N(C(=O)Nc2ccccc2)C2=NCC(C)S2)cc1 (stereo not given) | -4% |
| 39 | CC(=O)NCCC(=O)NCc1ccc(F)cc1 | -38% |
